Screening results from PubChem.
TrxR1 substrate = is turned over as a substrate by rat TrxR1. O89049. purified TrxR1 substrate turnover, NADPH consumption readout. Potency, µM (series often up to 114 µM), without a hit: top-dose activity change, negative = substrate turnover. 390,000 compounds, 0.01% hits. AID 588456; further: potency means the concentration at half of the fitted maximal effect; on the % scale 0 is the no-effect control and ±100 the full control effect; nearly all actives have a fitted effect of over 50% in size
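Rat TrxR1, dispensed at 90 nM, was prereduced with 400 uM NADPH (final) for 5 min at ~22 deg C, then incubated with compound 15 min before 400 uM selenite. A first-read NADPH fluorescence drop versus no-compound background flagged substrates.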
Vif-A3G inh = inhibitors of Vif-APOBEC3G interaction; Q9HC16; HeLa A3G-eYFP + Vif (tagged APOBEC3G with the HIV-1 protein that degrades it), YFP fluorescence, overnight; Potency, µM (series often up to 46.1 µM), for inactives: at the highest dose activity, negative = active, actives largely listed as inhibitors; 410,000 compounds, 0.076% hits;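 further: potency means the concentration at half of the fitted maximal effect; on the % scale 0 is the no-effect control and ±100 the full control effect; nearly all actives have a fitted effect of over 60% in size; hits raise eYFP signal because A3G escapes Vif-driven loss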
Target sequence (Q9HC16 whole entry, looked up): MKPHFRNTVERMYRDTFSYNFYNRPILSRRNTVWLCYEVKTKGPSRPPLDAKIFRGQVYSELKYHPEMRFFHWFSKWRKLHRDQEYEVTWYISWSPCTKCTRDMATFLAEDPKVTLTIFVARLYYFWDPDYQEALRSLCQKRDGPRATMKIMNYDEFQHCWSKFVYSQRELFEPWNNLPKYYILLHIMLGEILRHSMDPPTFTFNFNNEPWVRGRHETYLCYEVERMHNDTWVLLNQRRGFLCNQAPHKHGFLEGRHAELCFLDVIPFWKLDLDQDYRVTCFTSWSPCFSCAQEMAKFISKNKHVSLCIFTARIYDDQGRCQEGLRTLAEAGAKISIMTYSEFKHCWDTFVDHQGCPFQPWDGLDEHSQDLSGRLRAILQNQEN
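Read-out is eYFP fluorescence (Ex 488/Em 500-530) from Vif-expressing HeLa A3G-eYFP cells; more signal means A3G escaped Vif-mediated degradation. Cells plated overnight, compound pinned in, incubated overnight at 37 deg C.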
LDHA inh = LDHA (human) enzyme inhibition. P00338. purified LDHA, NADH/diaphorase-resazurin fluorescence; stronger effect = lower value. activity change, % (values are at about 110 or 230 µM). 480,000 compounds, 0.15% hits. AID 1347041; in the data active means activity change below about -30%; inconclusive means mostly about -25% to -30%;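 further: plate controls were DMSO wells for no effect and wells without enzyme for full effect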
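LDH5 2 nM; NADH 0.06 mM, pyruvate 0.2 mM; 200 mM Tris pH 7.4, EDTA, Tween-20; 5 min RT. Detection: diaphorase 0.133 mg/mL + resazurin 37 µM, fluorescence ex540/em590 at 0 and 20 min; normalized to enzyme-free and DMSO wells.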
USP1 inh = inhibitors of human USP1/UAF1 deubiquitinase | 390,000 compounds, 0.23% hits | Potency, µM (highest dose often 57.1 µM), without a hit: at the highest dose activity change, negative = inhibition, hits mostly inhibitors | AID 743255 | recombinant USP1/UAF1, Ub-Rhodamine cleavage fluorescence | O94782; further: potency means the concentration at half of the fitted maximal effect; on the % scale 0 is the no-effect control and ±100 the full control effect; nearly all actives have a fitted effect of over 60% in size; inactives centre near -12
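USP1/UAF1 complex (1 nM) preincubated 15 min at room temperature with compound, then Ub-Rho substrate (150 nM final) added. Kinetic fluorescence at 480/540 nm over 6 reads at 60 s intervals; 50 mM HEPES pH 7.8, 0.5 mM EDTA, 0.1 mg/ml BSA, 1 mM TCEP, 0.01% Tween-20.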
Glioma ERSR ind = induces the endoplasmic reticulum stress response in human glioma cells. U87-MG GRP78 promoter luciferase reporter, 16 h. Potency, µM, inactives show at the top dose activation, hits mostly activators. 420,000 compounds, 0.02% hits; further: potency means the concentration at half of the fitted maximal effect; series mostly up to about 76 µM; % of control where 0% means no effect; nearly all actives have a fitted effect of over 35% in size
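Stably transfected U87-MG human glioma cells carrying a GRP78-based luminescent sensor were seeded at 1000 cells/well, pin-dosed with compounds and incubated 16 h. Luciferase reagent was then added, and end-point luminescence was read after 10 min at room temperature.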
TrxR1 inh = rat TrxR1 inhibition. O89049. recombinant rTrxR1, NADPH fluorescence consumption, selenite substrate. Potency, µM (series often up to 114 µM), inactives show top-dose activity change, negative = inhibition, actives largely listed as inhibitors. 390,000 compounds, 1% hits. AID 588453; further: potency means the concentration at half of the fitted maximal effect; on the % scale 0 is the no-effect control and ±100 the full control effect; nearly all actives have a fitted effect of over 65% in size
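Rat TrxR1 (90 nM in the dispensed reagent) was pre-reduced with 400 uM NADPH for 5 min at room temperature, then incubated with compound for 15 min. After 400 uM selenite was added, NADPH fluorescence (Ex 340/Em 450 nm) was followed for 8 min.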
RGS4 inh = inhibitors of human regulator of G protein signaling 4 | Potency, µM (doses to about 114 µM), for inactives: at the top dose activity change, negative = inhibition, most hits filed as inhibitors | Transcreener GDP fluorescence polarization, RGS4-accelerated GTP hydrolysis | 390,000 compounds, 0.039% hits | AID 504845 | P49798; further: potency means the concentration at half of the fitted maximal effect; on the % scale 0 is the no-effect control and ±100 the full control effect; nearly all actives have a fitted effect of over 75% in size; some results filed as inactive show a strong effect at the top dose
Target sequence (P49798 whole entry, looked up): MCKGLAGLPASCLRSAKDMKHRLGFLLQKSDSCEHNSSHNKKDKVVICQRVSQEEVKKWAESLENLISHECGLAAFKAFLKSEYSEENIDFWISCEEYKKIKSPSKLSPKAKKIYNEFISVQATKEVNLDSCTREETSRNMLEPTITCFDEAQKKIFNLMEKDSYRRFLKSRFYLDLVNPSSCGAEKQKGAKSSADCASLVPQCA
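MLSMR compounds (23 nl, pin-transferred) preincubated 10 min at room temperature with a 500nM (2x) first reagent, then RGS4 at 900nM (2x) plus Transcreener GDP mix added; fluorescence polarization (620/688 nm) read before and after 90 min at 30 °C.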
Vif-APOBEC3F blk = Vif-A3F binding inhibition; 390,000 compounds, 0.2% hits; Potency, µM (titrated, usually from 46.1 µM), for the others: at the highest dose activity, negative = active; HeLa A3F-eYFP + Vif (tagged APOBEC3F with the HIV-1 protein that degrades it), YFP fluorescence increase; further: potency means the concentration at half of the fitted maximal effect; % of control where 0% means no effect; nearly all actives have a fitted effect of over 65% in size
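HeLa cells stably expressing A3F-eYFP plus Vif, plated and incubated overnight at 37 deg C, then exposed to compounds overnight at 37 deg C. Blocked degradation read as raised yellow fluorescence (Ex 488/Em 500-530).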
mIDH1 inhibitor = inhibitors of human mutant IDH1 R132H; AID 602179; IDH1-R132H enzyme, NADPH consumption, diaphorase/resazurin fluorescence; O75874; Potency, µM (top dose mostly 76.6 µM), without a hit: at the top dose activity change, negative = inhibition, most hits filed as inhibitors; 390,000 compounds, 0.093% hits; further: potency means the concentration at half of the fitted maximal effect; on the % scale 0 is the no-effect control and ±100 the full control effect; nearly all actives have a fitted effect of over 65% in size
Target sequence (O75874 whole entry R132H, stated change not applied): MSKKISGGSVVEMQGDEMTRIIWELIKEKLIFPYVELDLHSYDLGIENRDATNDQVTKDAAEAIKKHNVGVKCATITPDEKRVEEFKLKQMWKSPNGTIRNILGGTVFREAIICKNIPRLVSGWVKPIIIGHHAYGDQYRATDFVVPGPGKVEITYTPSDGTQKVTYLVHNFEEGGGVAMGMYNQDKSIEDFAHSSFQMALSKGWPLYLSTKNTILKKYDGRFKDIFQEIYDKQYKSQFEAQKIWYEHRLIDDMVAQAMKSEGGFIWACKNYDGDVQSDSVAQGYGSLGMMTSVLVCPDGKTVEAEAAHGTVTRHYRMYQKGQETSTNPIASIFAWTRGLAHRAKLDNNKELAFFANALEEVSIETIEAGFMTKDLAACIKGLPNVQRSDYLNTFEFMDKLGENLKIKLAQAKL
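IDH1-R132H (0.5 ug/mL dispensed) in pH 7.5 Tris buffer was preincubated 30 min with compound, then given a substrate mix of 0.016 mM NADPH and 2 mM alpha-KG for 80 min at room temperature; remaining NADPH was read by diaphorase/resazurin fluorescence.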
* = called active by the depositor; ? = inconclusive; . = no result given; & = joins results of further samples; [ ] = dose if it differs, or a comment. Unless noted, the call rests on the fitted dose curve; in most records, active means well fitted curve in the direction sought with a large enough effect; inconclusive means small, poorly fitted or top-dose-only effect, or another doubt; inactive means no such curve, though single readings can be large; an effect the other way counts as inactive or inconclusive.

compound	TrxR1 substrate	Vif-A3G inh	LDHA inh	USP1 inh	Glioma ERSR ind	TrxR1 inh	RGS4 inh	Vif-APOBEC3F blk	mIDH1 inhibitor
CC(C)(C)C(=O)Nc1ccc(S(=O)(=O)Nc2nccs2)cc1	-3.3%	-2.8%	-1.0	-14.6%	-5.1%	11.5%	21.4%	7.7%	-2.8%
CN1C(=O)C(CC(=O)Nc2ccc3c(c2)Cc2ccccc2-3)N(C)C1=O (stereo not given)	2.0%[57.1 µM]	-4.2%	-3.5	-15.0%	-1.0%	-2.0%[57.1 µM]	-12.3%	-12.5%	2.8%
CCc1nc(NCC2CCCO2)c(C#N)c2c1COC(C)(C)C2 (stereo not given)	158.3%[activator]	3.5%	-5.5	-22.6%	-5.1%	14.9%	-12.5%	-0.7%	1.3%
C#CCOCCOCCOCCNc1nc(N2CCN(C(=O)[C@H]([C@@H](C)CC)n3cc([C@@H](N)CO)nn3)CC2)nc(N2CCN(C(=O)[C@H](CCCCN)n3cc([C@@H](N)CC(C)C)nn3)CC2)n1	-1.1%	1.6%	3.3	-21.1%	-1.5%	3.0%	-21.5%	-0.8%	-5.0%
O=C(CSc1nnc(C2COc3ccccc3O2)o1)N1CCCc2ccccc21 (stereo not given)	2.6%	-4.0%	-0.7	-26.3%	-5.4%	11.2%[57.1 µM]	-36.3%	5.1%	4.2%
CC(=O)Nc1cccc(NC(=O)CSc2nc(=O)n3cccc(C)c3n2)c1	-14.9%	1.6%	-3.0	-14.7%	-0.6%	-12.9%	1.4%	-11.8%	6.8%
CCOC(=O)c1[nH]c(C)c(CCC(=O)NCc2ccc(OCC)cc2)c1C	2.5%[57.1 µM]	2.1%	0.1	-18.8%	0.1%	15.0%[57.1 µM]	-14.8%	4.7%	16.6%
COc1cccc(-c2nc(CS(=O)(=O)CC(=O)N3CCN(C4CCCCC4)CC3)c(C)o2)c1	13.3%[57.1 µM]	-0.5%	-12.5	-9.8%	-2.9%	19.9%[57.1 µM]	15.2%	-1.7%	-0.5%
COc1ccc(/C=N/NC2=NS(=O)(=O)c3ccccc32)cc1	-4.8%	1.8%	1.8	-23.7%	-0.5%	7.7%	2.5%	0.5%	3.8%
Cc1ccc(-c2cn3c(n2)sc2cc(C(=O)NCc4cccs4)ccc23)c(C)c1	7.4%	-11.6%	-1.3	-16.7%	-1.8%	2.3%	-3.9%	0.5%	2.4%
CCOc1ccc(Nc2c3ccccc3nc3ccccc23)cc1	11.7%	6.5%	-1.2	-11.1%	5.5%	32.2%	17.5%[11.4 µM]	0.1%	-0.9%
CC(=O)c1cn(CC(=O)Nc2ccccc2Cl)c2ccccc12	-9.6%	2.5%	-9.0	-0.7%	-1.7%	-0.1%	-2.8%	-3.0%	1.5%
Cc1sc(NC(=O)CN(Cc2ccc(F)cc2)C(=O)C(C)C)c(C(N)=O)c1C	1.5%	1.2%	-4.9	3.3%	0.3%	-4.1%	-7.8%	-2.3%	6.7%
CCOC(=O)CN(Cc1sccc1C)C(=O)Nc1cccc(OC)c1	-1.8%	-0.7%	-7.5	-3.6%	2.6%	6.4%	-51.2%	-29.2%	8.0%
O=C(O)C(F)(F)S(=O)(=O)O	10.8%[57.1 µM]	-1.2%	-6.6	-18.4%	3.5%	12.8%[57.1 µM]	19.1%	10.9%	-5.4%
COc1ccccc1CNC(=O)c1cc2cccc3c2n1CC(C)S3 (stereo not given)	19.1%	-11.5%	-0.8	-34.5%	-2.5%	48.6%	?	-14.2%	29.2%
COc1ccc(S(=O)(=O)N(CC(=O)NC2CC3CCC2C3)c2ccccc2OC)cc1 (stereo not given)	12.1%[57.1 µM]	3.0%	1.1	-17.5%	-3.2%	15.4%[57.1 µM]	?	-0.5%	5.7%
Cc1ccccc1C(=O)N/N=C/c1cccc2ccccc12	-0.7%	5.8%	-2.3	-20.3%	3.0%	7.3%	3.1%	4.1%	16.7%
COc1cccc(NC(=O)CSc2nc(=O)n(Cc3ccccn3)c3c2CCC3)c1	-0.5%[57.1 µM]	-0.2%	-7.0	-11.3%	-1.8%	18.8%[57.1 µM]	8.1%	-0.4%	-4.7%
O=C(c1ccc(N2C(=O)c3ccccc3C2=O)cc1)N1CCN(S(=O)(=O)c2ccccc2F)CC1	.	-2.6%	-5.6	-25.8%	-1.9%	.	.	6.7%	-4.6%

compound	TrxR1 substrate	Vif-A3G inh	LDHA inh	USP1 inh	Glioma ERSR ind	TrxR1 inh	RGS4 inh	Vif-APOBEC3F blk	mIDH1 inhibitor
CCCc1[nH]nc2c1C(c1ccc(OC)c(Cn3nnc4ccccc43)c1)C(C#N)=C(N)O2 (stereo not given)	-6.1%	0.6%	1.3	-19.9%	2.6%	-42.0%	-34.5%[11.4 µM]	8.6%	-7.8%
COc1ccc(NC(=O)CNC(=O)Cn2c(C)cc3ccccc3c2=O)c(OC)c1	4.3%[57.1 µM]	-0.5%&-3.8%	-3.3&-6.6	?	1.5%&-1.2%	25.6%[57.1 µM]	1.5%&16.2%	3.5%&3.7%	-6.1%&0.8%
O=C(Nc1ccccc1)c1ccc(F)cc1F	-7.9%	0.0%	-4.2	-28.7%	-0.9%	-12.9%	-12.4%	0.4%	-5.1%[38.3 µM]
COCCCN1CN(Cc2ccco2)CNC1=S	2.1%	-1.0%	-3.9	-17.1%	2.3%	-3.0%	-4.3%	-0.2%	0.0%
Cc1ccc(COc2ccccc2C(=S)N2CCCC2)cc1	4.2%[57.1 µM]	-3.2%	-2.2	?	3.7%	8.4%[57.1 µM]	?	1.6%	5.5%
C=CCC[C@H](Cc1ccc(F)cc1)C(=O)OC[C@@H](NC(=O)[C@@H](CC=C)CC(=O)N(CCO)Cc1ccccc1)C(C)(C)C	-17.2%	-8.1%	7.7	-4.4%	-3.6%	8.1%	-0.2%	-15.0%	13.1%
COc1ccc(S(=O)(=O)N(C)C[C@H]2Oc3ccc(NC(=O)Nc4ccc5c(c4)OCO5)cc3CC(=O)N([C@@H](C)CO)C[C@@H]2C)cc1	4.8%[57.1 µM]	0.0%	-3.1	-12.1%	-2.3%	24.9%	-3.4%	-1.8%	-16.4%
COC(=O)C(O)(CC(=O)Nc1ccc(OC(F)(F)F)cc1)C(F)(F)F (stereo not given)	1.7%	-0.9%	-6.8	1.8%	-1.0%	9.4%	-0.8%	1.5%	-1.1%
O=C(c1ccc2c3c(cccc13)C(=O)N(O)C2=O)N1CCCCC1	-9.5%	-10.2%	-3.5	-17.4%	-8.1%	-11.7%	6.3%	1.8%	0.6%
COC/C=C/C1=CC2=CC(=O)C(C)(OC(=O)c3cnc4ccccc4n3)C(=O)C2=CN1C1CC1 (stereo not given)	5.4%[57.1 µM]	?	15.6	?	-1.5%	-38.5%	-49.6%	0.3%	0.5%
O=C(c1ccccc1)c1nc[nH]c1C(=O)Nc1ccccc1	-3.1%	0.3%	-3.8	-17.5%	-5.6%	-0.5%	-8.6%	-0.8%	1.8%
CC(=O)Nc1ccc(-c2cc(C(=O)O)c3ccccc3n2)cc1	54.7%[activator]	-2.8%	1.0	-2.5%	-7.2%	-26.5%	-5.6%[11.4 µM]	-0.1%	-5.1%
COc1ccc(/C=C/C(=O)N2CCCC2)cc1OC	14.9%	1.9%	-3.5	-4.7%	1.2%	24.1%	23.1%	0.9%	8.9%
CC(=O)N1c2ccc3ccccc3c2C(C)CC12CCCCC2 (stereo not given)	-8.4%	-1.8%	-4.1	-4.7%	-4.1%	-7.6%	21.4%	.	8.6%
CSc1ccc(C2C(C#N)=C(N)Oc3cc4c(cc32)OCO4)cc1 (stereo not given)	-1.6%	-16.0%	7.7	-20.5%	-5.4%	-1.8%	-0.8%	-6.7%	0.0%
O=C(Oc1cccc(/C=N/Nc2nc(Nc3ccccc3)nc(N3CCOCC3)n2)c1)c1ccco1	-2.0%	-11.8%	-12.9	-1.9%	2.8%	9.6%	-14.9%	-13.2%	3.7%
CCn1c(COc2ccccc2)nnc1SCC(=O)NCc1ccco1	-2.3%	1.2%	-6.4	-10.2%	-2.2%	6.5%	4.9%	4.1%	-8.0%
C[C@@H]1CC=C[C@H]2[C@H]1C(=O)N(Cc1ccccc1)[C@H]2c1ccc(-c2ccc(F)cc2)cc1F	5.5%	4.0%	0.0	-29.0%	-1.2%	26.3%	-8.8%	-1.3%	-8.0%
CCCSc1nnc(CSc2nc3nc(C)cc(C)n3n2)o1	11.7%	3.3%	0.4	-3.6%	-0.5%	8.5%	10.7%	-0.9%	4.9%

Not all compounds are listed; the hit share may differ from the screen's.
